JMJD2E inh – qHTS Assay for Inhibitors of Human Jumonji Domain Containing 2E (JMJD2E) | JMJD2E catalytic domain, FDH-coupled NADH fluorescence (FDH is formaldehyde dehydrogenase) | Potency, µM (series often up to 57.1 µM), without a hit: top-dose activity change, negative = inhibition, hits mostly inhibitors | hit rate 1.6% among 230,000 | AID 2147, 2009; active means well fitted inhibition curve with a large enough effect, not every such curve was filed as active; inconclusive means small, poorly fitted or top-dose-only effect, or another doubt; inactive means no such curve, though single readings can be large or run the other way;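 further: 0% = wells with enzyme and -100% = buffer wells without enzyme; nearly all actives have a fitted effect of over 50% in size; many of its hits are not listed in these tables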
Target sequence (B2RXH2 1-337 limits assumed): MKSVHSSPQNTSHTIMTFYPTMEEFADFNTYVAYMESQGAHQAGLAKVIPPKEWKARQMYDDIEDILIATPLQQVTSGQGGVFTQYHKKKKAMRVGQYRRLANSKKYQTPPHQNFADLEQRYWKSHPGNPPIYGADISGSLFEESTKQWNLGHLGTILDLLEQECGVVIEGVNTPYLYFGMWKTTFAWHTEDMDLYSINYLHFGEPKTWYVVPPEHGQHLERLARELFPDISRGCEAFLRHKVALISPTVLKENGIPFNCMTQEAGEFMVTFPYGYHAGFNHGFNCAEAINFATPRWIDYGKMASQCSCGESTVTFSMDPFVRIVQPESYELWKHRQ
SMN2 splice up – qHTS Assay for Enhancers of SMN2 Splice Variant Expression; HEK293 SMN2-luciferase splicing reporter, luminescence, 30-36 h; Potency, µM (titrated, usually from 46.1 µM), without a hit: at the highest dose activity change, positive = activation, actives largely listed as activators; hit rate 2.8% among 210,000; further: % of control where 0% means no effect; nearly all actives have a fitted effect of over 55% in size
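HEK293 cells carry an SMN2 minigene-luciferase reporter in which exon 7 inclusion puts luciferase in frame. Cells were seeded at 2000 cells/well, attached for 10-12 hours, then exposed to compounds for 30-36 hours at 37C before ONE-Glo luminescence.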
RECQ1 helicase – qHTS Assay for Inhibitors of RecQ-Like Dna Helicase 1 (RECQ1) | AID 2549, 2010 | RECQ1 DNA unwinding, red fluorescence kinetic read | Potency, µM (top dose mostly 57.3 µM), without a hit: at the top dose activity, negative = inhibition, hits mostly inhibitors | ATP-dependent DNA helicase Q1 (Homo sapiens), P46063 | hit rate 0.54% among 240,000;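 further: plate controls were vehicle for no effect and no enzyme for full effect; nearly all actives have a fitted effect of over 30% in size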
Target sequence (P46063 whole entry, looked up): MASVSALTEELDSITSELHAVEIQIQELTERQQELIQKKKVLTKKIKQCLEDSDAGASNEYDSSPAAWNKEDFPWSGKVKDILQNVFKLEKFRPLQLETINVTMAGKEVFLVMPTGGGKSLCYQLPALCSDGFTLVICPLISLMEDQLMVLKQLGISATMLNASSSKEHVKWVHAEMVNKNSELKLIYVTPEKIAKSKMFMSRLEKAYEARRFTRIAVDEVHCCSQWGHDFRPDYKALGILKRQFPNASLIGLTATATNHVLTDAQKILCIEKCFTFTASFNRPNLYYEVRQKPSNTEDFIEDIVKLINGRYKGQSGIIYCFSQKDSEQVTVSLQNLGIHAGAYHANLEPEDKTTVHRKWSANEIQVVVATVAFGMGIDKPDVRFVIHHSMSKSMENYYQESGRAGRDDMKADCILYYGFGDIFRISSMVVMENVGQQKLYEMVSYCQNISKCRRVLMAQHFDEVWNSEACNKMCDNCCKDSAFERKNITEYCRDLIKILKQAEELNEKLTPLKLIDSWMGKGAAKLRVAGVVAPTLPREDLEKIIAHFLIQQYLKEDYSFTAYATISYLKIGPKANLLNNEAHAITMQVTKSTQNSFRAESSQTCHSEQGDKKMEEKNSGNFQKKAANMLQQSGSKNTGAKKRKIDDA
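RECQ1T1 50 nM; forked duplex (20 bp + 30-nt ss tails) 200 nM, ATP 2 mM final; pH 8.0, 2 mM MgCl2, 2.5 ug/ml poly(dI-dC); 15 min compound preincubation; discontinuous kinetic read over 2 h at RT.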
Tau ThT inhib – qHTS for Inhibitors of Tau Fibril Formation, Thioflavin T Binding; Potency, µM (highest dose often 57.4 µM), for the others: at the top dose activity, negative = inhibition, most hits filed as inhibitors; recombinant tau K18 P301L, heparin-induced fibrillization, ThT fluorescence; hit rate 2.1% among 270,000; further: on the % scale 0 is the no-effect control and ±100 the full control effect; nearly all actives have a fitted effect of over 55% in size
Target sequence (P10636 561-689 P618L limits assumed): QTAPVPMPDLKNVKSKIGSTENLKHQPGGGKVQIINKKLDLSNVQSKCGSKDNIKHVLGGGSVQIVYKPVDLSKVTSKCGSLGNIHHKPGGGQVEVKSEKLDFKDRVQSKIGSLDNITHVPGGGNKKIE
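ThT emission at 510 nm, taken 1 hr after adding 30 uM dye, quantifies aggregates formed when 20 uM heparin acts on human tau K18 P301L for 6 hr at 37 C.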
Luc counter – Counterscreen for Luciferase (Kinase-Glo TM) Inhibition; AID 1379, 2008; hit rate 0.28% among 200,000; Potency, µM (highest dose often 38.3 µM), inactives show at the highest dose activity change, negative = inhibition, actives largely listed as inhibitors; Kinase-Glo luciferase, ATP luminescence, 8 min; Luciferin 4-monooxygenase (Photuris pensylvanica), Q27757; further: on the % scale 0 is the no-effect control and ±100 the full control effect; nearly all actives have a fitted effect of over 60% in size
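Compound is pinned into ATP-containing buffer (10 uM ATP, imidazole pH 7.2, 7 mM MgCl2). Kinase-Glo luciferase reagent is then added. Light output is recorded following an 8-min room-temperature incubation.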
LMNA splice mod – qHTS Assay for Modulators of Lamin A Splicing; HeLa LMNA splicing GFP/RFP minigene ratio, 48 h; Potency, µM (titrated, usually from 46.1 µM), for inactives: at the top dose ratio change, negative = inhibition, actives largely listed as inhibitors; hit rate 0.01% among 200,000; active means well fitted inhibition curve with a large enough effect in the signal ratio, with a control signal flat, not every such curve was filed as active; inconclusive means small, poorly fitted or top-dose-only effect, or effect the other way, or a change in a side signal; the % refers to the signal ratio; further: on the % scale 0 is the no-effect control and ±100 the full control effect
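Read-out is the ratio of GFP to DsRed2 object intensity, acquired by 488 nm laser-scanning cytometry on HeLa lamin A-EGFP minigene reporter cells. Compound incubation 48 hrs at 37 °C in Opti-MEM with 2% FBS; DMSO 0.5% final.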
ALDH1A1 block – qHTS Assay for Inhibitors of Aldehyde Dehydrogenase 1 (ALDH1A1). Aldehyde dehydrogenase 1A1 (Homo sapiens), P00352. Purified ALDH1A1, NADH fluorescence, propionaldehyde substrate. Potency, µM (series often up to 75.3 µM), for inactives: top-dose activity, negative = inhibition, usual class: inhibitors. hit rate 7.3% among 220,000; active means well fitted inhibition curve with a large enough effect, not every such curve was filed as active; inconclusive means small, poorly fitted or top-dose-only effect, or another doubt; inactive means no such curve, though single readings can be large or run the other way;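 further: plate controls were no enzyme wells and a reference inhibitor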
L3MBTL1 block – qHTS Assay for the Inhibitors of L3MBTL1; Lethal(3)malignant brain tumor-like protein 1 (Homo sapiens), Q9Y468; AlphaScreen L3MBTL1–H3K9me1 peptide binding; Potency, µM (top dose mostly 57.1 µM), without a hit: top-dose activity, negative = inhibition, actives largely listed as inhibitors; hit rate 0.66% among 230,000; AID 485360, 2010; further: on the % scale 0 is the no-effect control and ±100 the full control effect; nearly all actives have a fitted effect of over 60% in size
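L3MBTL1 (50 nM) pre-complexed 30 min with biotinylated H3(1-15)K9me1 peptide (75 nM), then compounds added for 30 min at room temperature; AlphaScreen streptavidin donor/nickel chelate acceptor beads (10 ug/mL final) read after 30 min dark incubation.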
An asterisk follows results filed as active; i = inactive; ? = inconclusive; · = no result given; [ ] = remark or other dose. Unless noted, the call rests on the fitted dose curve; in most records, active means well fitted curve in the direction sought with a large enough effect; inconclusive means small, poorly fitted or top-dose-only effect, or another doubt; inactive means no such curve, though single readings can be large; an effect the other way counts as inactive or inconclusive. Potency means the concentration at half of the fitted maximal effect. A portion of the library; rates above refer to the full screens.

1. Cc1c(CCOC(=O)c2cc([N+](=O)[O-])cc([N+](=O)[O-])c2)sc[n+]1CC(=O)c1ccc(Br)cc1
2. COCCNC(=S)Nc1cc(OC)c(OC)cc1C#N
3. O=C(CCN1C(=O)c2ccccc2C1=O)N1CCN(C(=O)c2ccccc2)CC1
4. COc1ccccc1NC(=O)CCS(=O)(=O)c1ccccc1
5. COC(=O)c1ccc(Oc2nc(N3CCCCC3)nc(N3CCOCC3)n2)cc1
6. CC(=O)c1cccc(NC(=O)CSc2nnc(-c3cccnc3)o2)c1
7. COc1ccc(C(=O)Cn2c(NCCO)nc3ccccc32)cc1
8. CC12CN3CCN(CC(C3)/C1=N/NC(=O)Nc1ccccc1)C2
entry no.	1	2	3	4	5	6	7	8
JMJD2E inh	?	0%	-7%	6%	-1%	2%	-19%	-5%
SMN2 splice up	-26%	14%	5%	·	10%	-5%	-19%	24%
RECQ1 helicase	?	i	17%	i	-2%	0%	19%	i
Tau ThT inhib	?	-11%	-5%	-5%	-9%	-13%	1%	-3%
Luc counter	-3%	2%	2%	1%	-3%	0%	-3%	-3%
LMNA splice mod	27%[46 µM]	·	-7%	11%[46 µM]	-20%	-2%	·	10%
ALDH1A1 block	2.5µM*	?	?	-3%	?	1%	1%	4%
L3MBTL1 block	?	7%	-4%	5%	-7%	-6%	-1%	2%

The closing four entries of the part above open the next one.
5. COC(=O)c1ccc(Oc2nc(N3CCCCC3)nc(N3CCOCC3)n2)cc1
6. CC(=O)c1cccc(NC(=O)CSc2nnc(-c3cccnc3)o2)c1
7. COc1ccc(C(=O)Cn2c(NCCO)nc3ccccc32)cc1
8. CC12CN3CCN(CC(C3)/C1=N/NC(=O)Nc1ccccc1)C2
9. CCOC(=O)C1CCCN(C(=O)c2cccc(S(=O)(=O)N3CCOCC3)c2)C1 (stereo not given)
10. Cc1nc2ccccc2c(=O)n1Nc1cccc(Cl)c1
11. CC[C@@]1(O)C(=O)COc2c1cc1n(c2=O)Cc2c-1nc1cccc(C(C)C)c1c2[Si](C)(C)C
12. COc1ccc(C2CC(=O)C=C(O)C2)cc1 (stereo not given)
13. COc1cc(C2NC(=O)NC(C)=C2C(C)=O)cc(OC)c1OC (stereo not given)
14. Cn1c(=O)c2c(nc(NCc3ccccc3)n2CC(=O)NCc2ccccc2)n(C)c1=O
15. Cc1ccccc1NCC(=O)N/N=C/C(Br)=C/c1ccccc1
16. CCCCC/C=C\C[C@@H](O)/C=C/C=C\CCC(=O)O
entry no.	5	6	7	8	9	10	11	12	13	14	15	16
JMJD2E inh	-1%	2%	-19%	-5%	5%	3%	?	-1%	-1%	-1%	10%	2%
SMN2 splice up	10%	-5%	-19%	24%	-1%	-16%	-47%[inhibitor]	18%	·	9%	-17%	-1%
RECQ1 helicase	-2%	0%	19%	i	-8%	1%	i	i	13%	2%	-11%	1%
Tau ThT inhib	-9%	-13%	1%	-3%	-5%	3%	-10%	-14%	-3%	-17%	?	-7%
Luc counter	-3%	0%	-3%	-3%	-1%	0%	-3%	-2%	-3%	-9%	-2%	0%
LMNA splice mod	-20%	-2%	·	10%	·	?	·	4%	·	-2%	?	·
ALDH1A1 block	?	1%	1%	4%	-6%	-4%	?	2%	10%	8%	?	-3%
L3MBTL1 block	-7%	-6%	-1%	2%	-3%	-5%	·	3%	-12%	-1%	·	·

17. O=C(OCC#CCSc1nc2ccccc2s1)c1ccco1
18. COc1cccc(CC2(CO)CCCN(Cc3cc4ccccc4[nH]3)C2)c1 (stereo not given)
19. COC(=O)c1nnc(C(=O)NCc2ccccc2)c2[nH]c3ccc(OC)cc3c12
20. COc1ccc(NC(=O)c2[nH]c(C)c(C(C)=O)c2C)cc1Cl
21. COCCN(CC(=O)NCc1ccccc1)C(=O)CCC(=O)Nc1ccccn1
22. CC(C)CC(=O)Nc1nnc(-c2ccco2)s1
23. Cc1ccc(C(=O)Cn2c(C(=O)/C=C/c3ccccc3)nc3ccccc32)cc1
24. COC(=O)C1=C(C)NC(=O)NC1c1ccsc1 (stereo not given)
entry no.	17	18	19	20	21	22	23	24
JMJD2E inh	1%	-4%	2%	-28%	-12%	?	18%	-3%
SMN2 splice up	15%	·	6%	12%	-9%	26%	-42%[inhibitor]	-19%
RECQ1 helicase	-14%	i	i	-8%	-8%	-4%	-9%	7%
Tau ThT inhib	?	-3%	-21%	?	-1%	-6%	-10%	-6%
Luc counter	0%	·	0%	0%	-2%	18%	0%	-7%
LMNA splice mod	2%	·	·	?	-5%	-6%	?	13%
ALDH1A1 block	-15%	2%	-3%	-2%	3%	?	?	-2%
L3MBTL1 block	1%	-20%	·	17%	1%	·	36%[activator]	2%

25. CC(C)Oc1ccc(/C(O)=C2/C(=O)C(=O)N(CCN3CCOCC3)C2c2ccccc2)cc1 (stereo not given)
26. CCc1c(C)nc2ncnn2c1N1CCCC(C(=O)NCc2cccs2)C1 (stereo not given)
27. Cc1occc1C(=O)n1nnc2ccccc21
28. COC(=O)c1ccccc1NC(=O)c1nc2nc(C)cc(C)n2n1
29. COc1ccc(-c2nnn(CC(=O)N(CCO)C(C(=O)NC3CCCC3)c3ccc(F)cc3)n2)cc1 (stereo not given)
30. CCOC(=O)N1CCN(S(=O)(=O)c2ccc3c(c2)CCN3C(=O)C2CCC2)CC1
31. CC(Nc1n[nH]c(=S)[nH]c1=O)C(=O)OCc1ccccc1 (stereo not given)
32. CC(C)N=C1NN=C(c2ccc(Cl)c(Cl)c2)CS1
entry no.	25	26	27	28	29	30	31	32
JMJD2E inh	-28%	-14%	2%	0%	1%	6%	-6%	?
SMN2 splice up	?	-29%	-6%	?	-4%	-3%	-3%	5µM*
RECQ1 helicase	-13%	11%	i	-15%	-10%	i	-8%	i
Tau ThT inhib	-10%	1%	?	-14%	2%	-5%	?	?
Luc counter	-3%	-1%	-6%	3%	-3%	4%	-4%	-10%
LMNA splice mod	1%	·	1%	-2%	4%	-5%	0%	?
ALDH1A1 block	22µM*	4%	7%	?	?	2%	?	?
L3MBTL1 block	-5%[11.4 µM]	-2%	·	·	1%	·	8%	·

Arranged by length of the SMILES (lowest first): some entries from above.
26. CCc1c(C)nc2ncnn2c1N1CCCC(C(=O)NCc2cccs2)C1 (stereo not given)
25. CC(C)Oc1ccc(/C(O)=C2/C(=O)C(=O)N(CCN3CCOCC3)C2c2ccccc2)cc1 (stereo not given)
29. COc1ccc(-c2nnn(CC(=O)N(CCO)C(C(=O)NC3CCCC3)c3ccc(F)cc3)n2)cc1 (stereo not given)
entry no.	26	25	29
JMJD2E inh	-14%	-28%	1%
SMN2 splice up	-29%	?	-4%
RECQ1 helicase	11%	-13%	-10%
Tau ThT inhib	1%	-10%	2%
Luc counter	-1%	-3%	-3%
LMNA splice mod	·	1%	4%
ALDH1A1 block	4%	22µM*	?
L3MBTL1 block	-2%	-5%[11.4 µM]	1%

Later entries.
33. COC(=O)c1ccc(CSc2ncn[nH]2)o1
34. Fc1cccc(-c2cc3nc4c(c(N5CCC6(CC5)OCCO6)n3n2)CCCC4)c1
35. O=C(Nc1ccc2sc3ccccc3c(=O)c2c1)c1ccccc1Cl
36. CC1CCN(c2c(NCC3CCC(C(=O)NCCc4ccccc4)CC3)c(=O)c2=O)CC1 (stereo not given)
37. CN(C)S(=O)(=O)c1ccc(Nc2nc(C3CC3)nc3c2nnn3Cc2ccccc2Cl)cc1
38. COC(=O)c1ccc(NC(=O)C(=O)N2CCN(C(=S)Nc3ccccc3OC)CC2)cc1
39. Cc1cc(=O)oc2cc(OCC(O)CN3CCN(c4ccccc4)CC3)ccc12 (stereo not given)
40. Cc1ccc(C(=O)Nc2c(-c3cccs3)nc3cc(C)ccn23)cc1
entry no.	33	34	35	36	37	38	39	40
JMJD2E inh	-7%	0%	?	4%	·	7%	?	6%
SMN2 splice up	·	11%	?	11%	-77%[inhibitor]	?	-1%	-2%
RECQ1 helicase	-11%	-2%	-12%	-15%	-3%	i	4%	-3%
Tau ThT inhib	1%	?	?	-5%	1%	-8%	?	-10%
Luc counter	·	1%	1%	-4%	5%	4%	-4%	1%
LMNA splice mod	?	?	5%	?	?	3%	0%	-5%
ALDH1A1 block	1%	?	?	0%	?	10%	?	2%
L3MBTL1 block	5%	·	15%	0%	2%	9%	-2%	4%

41. Cc1nc2sc(C(=O)Nc3ccccc3)c(N)c2c(C)c1[N+](=O)[O-]
42. CN1C(=S)SC(/[N+]([O-])=C\c2cccs2)C1(C)C (stereo not given)
43. CCn1c(CN2CCN(c3cccc(C)c3C)CC2)n[nH]c1=S
44. COC(=O)C1=C(C)NC(=O)/C1=C/c1ccc(CNS(=O)(=O)c2ccc(C)cc2)o1
45. COc1cccc(-c2nc(CCl)cs2)c1
46. Cc1cc2c3c(c1)C(C)(c1ccccc1)CC(C)(C)N3C(=O)C21C(C#N)=C(N)OC2=C1C(=O)CC(C)(C)C2 (stereo not given)
47. CCN1CC2([N+](=O)[O-])CC=C(OC)C([N+](=O)[O-])(C1)C2 (stereo not given)
48. COc1cccc(C(=O)OCC(=O)Nc2ccccc2N2CCOCC2)c1
entry no.	41	42	43	44	45	46	47	48
JMJD2E inh	-4%	-17%	9%	-13%	?	-9%	3%	-3%
SMN2 splice up	?	-8%	-9%	·	-8%	9%	8%	12%
RECQ1 helicase	-9%	-19%	-2%	i	-16%	i	1%	-11%
Tau ThT inhib	?	7%	-2%	?	?	-19%	10%	-10%
Luc counter	0%	-1%	16%	·	-6%	0%	-1%	-3%
LMNA splice mod	-7%[46 µM]	10%	?	·	?	?	-1%	11%
ALDH1A1 block	7%	-2%	-8%	-10%	5%	-10%	-6%	?
L3MBTL1 block	-6%	-3%	-9%	-14%	17%	·	10%	-4%

High-throughput results: PubChem, National Center for Advancing Translational Sciences (NCATS)
